Screening data (PubChem)
Lipid storage S3: qHTS Assay for Lipid Storage Modulators in Drosophila S3 Cells | Drosophila S3 cells, BODIPY lipid droplet fluorescence, 18-24 h; cells fed with added oleic acid | lipid storage change, negative = inhibition, % at the top dose, mostly 46.1 µM; hits show Potency in µM | 320,000 compounds, 0.64% hits | AID 2685; active = well fitted inhibition curve with a large enough effect in the signal ratio, with a control signal flat, not every such curve was filed as active; inconclusive = small, poorly fitted or top-dose-only effect, or effect the other way, or a change in a side signal; the % refers to the signal ratio
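Laser-scanning cytometry quantifies lipid droplet accumulation (500–530 nm total intensity; droplet/cell object ratio) in oleic acid-fed (400 uM added) Drosophila S3 cells treated with a concentration series. 20 uM Triacsin C defined 100% inhibition.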
Lipid storage S3 cell count max: recorded beside Lipid storage S3, whose call it bears; cell number change, %; measured here: cell count max response;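 cells counted by Cell Tracker Red CMTPX staining in the red channel; peak over a dose series mostly up to 46.1 µM; percent activity relative to internal control wells on each plate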
* = called active by the depositor; i = inactive; u = inconclusive; x = no result given. % is scaled to controls: 0 for no effect and ±100 for the full control effect; potency is read from the fitted curve at half-maximal effect.

SMILES	Lipid storage S3	Lipid storage S3 cell count max
Cc1nc2oc3ccc(F)cc3c(=O)c2cc1C(=O)O	i	9.4
COc1ccc(CN(C)C(=O)c2cccc(S(=O)(=O)N3CCc4ccccc43)c2)c(OC)c1	u	x
CC(=O)c1ccc(S(=O)(=O)NCCC(=O)NCCc2c[nH]c3ccccc23)cc1	10.6%	8.8
O=C(O)CC1CCC(=C(Cl)Cl)C1 (configuration not stated)	u	x
CC(=O)N/C(=C\c1ccccc1)C(=O)OCC(=O)N1CCCCCC1	2.0%	11.7
Cc1ccccc1N1CC(C(=O)N2CCCCCC2)CC1=O (configuration not stated)	u	x
O=C(COc1ccc2c(-c3ccccc3)cc(=O)oc2c1)NCC1CCC(C(=O)O)CC1 (configuration not stated)	u	x
N#CC(=C1CCCC1)c1nc(-c2ccc(Cl)cc2)cs1	0.3%	5.2
O=[N+]([O-])c1cc(Cl)c2cccnc2c1O	u	x
CCOc1cc(C(=S)N2CCOCC2)ccc1OS(=O)(=O)c1ccc(OC)cc1	u	x

An excerpt from above in order of formula weight, rising.
SMILES	Lipid storage S3	Lipid storage S3 cell count max
O=C(O)CC1CCC(=C(Cl)Cl)C1 (configuration not stated)	u	x
Cc1ccccc1N1CC(C(=O)N2CCCCCC2)CC1=O (configuration not stated)	u	x
N#CC(=C1CCCC1)c1nc(-c2ccc(Cl)cc2)cs1	0.3%	5.2

Entries of single compounds, looked up by structure. Order of values: Lipid storage S3	Lipid storage S3 cell count max
Results for O=C(O)CC1CCC(=C(Cl)Cl)C1 (configuration not stated) = u	x
Results for COc1ccc(CN(C)C(=O)c2cccc(S(=O)(=O)N3CCc4ccccc43)c2)c(OC)c1 = u	x
Results for CCOc1cc(C(=S)N2CCOCC2)ccc1OS(=O)(=O)c1ccc(OC)cc1 = u	x
Results for O=[N+]([O-])c1cc(Cl)c2cccnc2c1O = u	x
Results for Cc1ccccc1N1CC(C(=O)N2CCCCCC2)CC1=O (configuration not stated) = u	x

The main list resumes, repeating the 2 entries before the break.
SMILES	Lipid storage S3	Lipid storage S3 cell count max
O=[N+]([O-])c1cc(Cl)c2cccnc2c1O	u	x
CCOc1cc(C(=S)N2CCOCC2)ccc1OS(=O)(=O)c1ccc(OC)cc1	u	x
CCN(CC)c1ccc(N=Nc2ncn[nH]2)cc1	i	x
CC(NC(=O)/C(C#N)=C/c1ccc(N2CCOCC2)cc1)c1ccccc1 (configuration not stated)	u	x
COc1ccc(CCC(=O)NCCc2cn3c(C)csc3n2)cc1	u	x
COc1ccc(S(=O)(=O)N2CCCCC2)cc1NC(=O)Cc1sc(C)nc1-c1ccc(F)cc1	u	x
Cc1nc2c(-c3ccccc3)c(C)nn2c(C)c1CC(=O)O	0.1%	2.1
CCc1nnc(NC(=O)CSc2nnc(-c3ccccc3OC)n2-c2ccccc2)s1	1.9%	-10.1
CCN(CC)S(=O)(=O)c1cccc(C(=O)NCc2ccccc2)c1	-1.3%	10.1
CC(C)OC(=O)CC(=O)CSc1nc2c(cc1C#N)CCCC2	15.3%	7.4
Oc1ccccc1Oc1ncc(Br)c(N2CCOCC2)n1	16.1%	-8.5
CNC(=S)N(Cc1ccc(OC)cc1)C1CC(=O)N(c2ccc(Cl)cc2)C1=O (configuration not stated)	-15.0%	13.5
O=C(O)COc1ccccc1C1C2C(=O)N(c3ccc(F)cc3)C(=O)C2ON1c1ccccc1 (configuration not stated)	u	x
N#Cc1ccc(C(=O)Nc2cccc(NC(=O)c3ccco3)c2)c(F)c1	u	x
COc1cc(S(=O)(=O)NC2CCCCC2)c(C)cc1C	6.9%	-17.7
CC(=O)Nc1cc(C(=O)N2CCOCC2)ccc1S(=O)(=O)c1ccc(C)cc1	7.8%	-14.6
O=C(O)C(NS(=O)(=O)c1ccc(F)cc1)c1ccccc1 (configuration not stated)	u	x
O=C(Cc1ccsc1)NCc1ccccc1F	u	x
CC(=O)N1CCc2cc(S(=O)(=O)C(C)CC(=O)NCc3ccc(C)o3)ccc21 (configuration not stated)	u	x
COc1ccc(NC(=O)Cn2cc(C(C)=O)c3ccccc32)cc1	u	x
Cc1occc1C(=O)N/N=C/c1ccccn1	-11.6%	0.0
COc1ccc(S(=O)(=O)N2CCCCCC2)cc1C(=O)N(C)Cc1cccs1	u	x
Cc1cccc(C)c1NC(=O)CSc1nc(C2CC2)nc2ccccc12	i	11.9
CCCN(CCC)C(=O)c1ccccc1C(=O)N(CCC)CCC	-0.2%	-1.1
COC(=O)C1=C(C)N(C)C(C)=C(C(=O)OC)C1c1ccc(F)c(Br)c1	u	x
CCOC(=O)N1CCN(C(=O)CN(c2cccc(OC)c2)S(C)(=O)=O)CC1	u	x
Cc1ccc2nc3c(cc(C(=O)NCCN4CCOCC4)c(=N)n3CCCN3CCOCC3)c(=O)n2c1	u	x
CCCC(=O)Nc1ccc2oc(-c3ccc(OC)c(Br)c3)nc2c1	u	x
COc1ccc(NC2=C(Cl)C(=O)N(CCc3ccccc3)C2=O)cc1	-1.2%	-9.6
N#CCOC(=O)C1CCN(S(=O)(=O)c2ccc3c(c2)OCCO3)CC1	u	x
CN(C)S(=O)(=O)c1cccc(C(=O)OCC(=O)N2c3ccccc3NC(=O)C2(C)C)c1	-12.8%	19.5
CCSc1ncc(/C=N/Nc2ccc(F)cc2)n1C	u	x
COc1ccc(Cl)cc1NC(=O)c1[nH]c(C)c(C(C)=O)c1C	u	x
O=C(NNC(=O)c1ccccc1-n1cccc1)c1ccccc1	-9.1%	4.0
O=C(Nc1ccc(F)cc1)c1oc2ccccc2c1NC(=O)C1CCCC1	-26.5%	4.3
N#Cc1c(NC(=O)c2ccc([N+](=O)[O-])o2)sc2c1CCC2	u	x
CCO[C@H]1OC(C(=O)N2CCN(Cc3ccccc3)CC2)=C[C@@H](C)[C@@H]1CCCO	i	-15.9
Cc1[nH]c(=O)c(C#N)c(C)c1Cc1ccc(Cl)cc1Cl	0.1%	-0.2
CCOc1ccc(NC(=O)CSc2cn[nH]n2)cc1	u	x
O=C(O)CCSCc1ccccc1F	8.5%	9.1
CCCOc1ccc(C(=O)N2CCN(c3ccc(NC(=O)CC)cc3Cl)CC2)cc1	u	x
COc1ccc(N2CCN(C(=O)CCC(=O)c3cc(C)sc3C)CC2)cc1	u	x
CC(=O)N1CCC(=O)N(C(C)C)c2ccccc21	0.9%	-16.3
Cc1c(C(=O)N(Cc2nnc(-c3ccccc3Cl)o2)C2CC2)oc2ccccc12	u	x
CCOC(=O)C(CC)Sc1ncnc2nc[nH]c12 (configuration not stated)	-3.6%	-22.1
Cc1ccc(S(=O)(=O)Cn2nnnc2C(c2ccccn2)N2CCN(c3ccccc3)CC2)cc1 (configuration not stated)	u	x
CCC(C(=O)NC1CCCC1)N(C(=O)c1snc(C(N)=O)c1N)c1ccc(OC)c(OC)c1 (configuration not stated)	u	x
O=C1CCC/C(=N\NC(=O)c2ccc(COc3cccc4cccnc34)cc2)C1	u	x
COc1ccc(NC(=S)NCc2ccco2)cc1	u	x
CNS(=O)(=O)c1cccc(C(=O)NCC2(N3CCOCC3)CCCCC2)c1	-9.1%	9.4
COc1ccc(C(=O)CSc2nnc(CN3CCCCC3)n2-c2ccc(F)cc2)cc1	17.2%	21.9
O=C(Nc1cnc2ccccn2c1=O)c1ccc(F)cc1	u	x

Next part.
SMILES	Lipid storage S3	Lipid storage S3 cell count max
CCN1CCN(CC(O)COCc2cc(OC)c(OC)c(OC)c2)CC1 (configuration not stated)	u	x
CC(=O)c1ccc(N2CCN(S(=O)(=O)c3c(C)[nH]c(=O)[nH]c3=O)CC2)cc1	u	x
CC(C)c1cc(C(=O)NCc2ccco2)no1	16.0%	x
COc1ccc(C2NC(=O)NC(C)=C2C(C)=O)cc1 (configuration not stated)	5.3%	5.2
O=C(c1ccc2c(=O)n3c(nc2c1)CCC3)N1CCCSC1=Nc1ccccc1	u	x
Cc1ccccc1-c1nc(CS(=O)(=O)CC(=O)N(C)C2CCCCC2)c(C)o1	u	x
Cn1nccc1C(=O)N1CCCC(N2CCN(Cc3ccc4c(c3)OCO4)CC2)C1 (configuration not stated)	i	-2.3
O=C(c1ccccc1)N1CCCCCC1	-1.3%	-10.9
COc1ccccc1NC(=O)Cn1nc(-c2ccncc2)nc1SCC(=O)NC1CCCC1	-1.2%	-3.1
CCCCNC(=O)C1CC(c2ccc(C(F)(F)F)cc2)=NO1 (configuration not stated)	2.6%	7.8
O=C(O)CCSc1nnc(COc2ccc([N+](=O)[O-])cc2)n1-c1ccccc1	u	x
O=C(c1ccco1)N1CCN(CC2CC3C=CC2C3)CC1 (configuration not stated)	-40.5%	x
CCCCNC(=O)COC(=O)C1CCN(S(=O)(=O)c2ccc3c(c2)OCCO3)CC1	u	x
Cc1ccc(C)c(S(=O)(=O)N2CCN(C(=O)[C@@H](NC(=O)c3ccc(F)cc3)C(C)C)CC2)c1	13.2%	1.1
Cc1ccccc1C(=O)NCCNC(=O)c1cnccn1	u	x
O=C(O)CC1S/C(=N\N=C2CCCCCCC2)N(c2ccccc2)C1=O (configuration not stated)	u	x
COc1ccc(Cl)cc1NC(=O)N1CCC(C)CC1	10.8%	5.3
N/C(CC(=O)Nc1cccc(C(F)(F)F)c1)=N/O	11.9%	-0.1
CCOC(=O)CN1C(c2ccccc2O)Nc2ccc(Br)cc2C1c1ccccc1 (configuration not stated)	0.3%	-1.7
COc1ccccc1NS(=O)(=O)c1cccc(C(=O)N2CCN(C/C=C/c3ccccc3)CC2)c1	-18.7%	-3.9
O=C(Nc1nncs1)C1CC(=O)N(C2CCCC2)C1 (configuration not stated)	-0.7%	11.7
CCc1nc(NCCCn2ccnc2)c2oc3ccccc3c2n1	u	x
CC(C)NC(=S)N1CCN(C/C=C/c2ccccc2)CC1	u	x
CCOc1ccccc1Nc1nc(N)nc(CN(C)C2CCCCC2)n1	u	x
Cc1ccc2c(c1)N(CCC(=O)NC1CCCCC1C)C(=O)CO2 (configuration not stated)	i	12.7
Cc1cc(C)c(S(=O)(=O)N(C)CC(=O)NCCN2CCOCC2)c(C)c1	14.1%	19.7
O=c1c2cc(NC(=S)NCCCN3CCC(Cc4ccccc4)CC3)ccc2nc2n1CCCCC2	u	x
S=c1[nH]nc(CCc2nc3ccccc3[nH]2)n1-c1cccc(Cl)c1	16.6%	4.7
CC(C)(C)c1nc2c(s1)CCc1onc(-c3ccc(Cl)cc3)c1-2	6.2%	0.8
CCN(CC)S(=O)(=O)c1cccc(C(=O)Nc2nc3cc4c(cc3s2)OCCO4)c1	u	x
CC(C)(C)c1ccccc1NC(=O)c1c(O)c2cccc3c2n(c1=O)CC3	u	x
CCN(CC)c1ccc(/C=N/N=C(N)N)c(O)c1	-6.2%	5.4
O=C(CNC(=O)c1ccc(Cl)cc1)OCc1nc2ccccc2s1	-3.1%	-4.5
COc1ccc(C)cc1S(=O)(=O)N(CC(=O)NCc1ccc(Cl)cc1)Cc1ccccc1	u	x
O=C(COc1ccc2c3c(c(=O)oc2c1)CCC3)N[C@@H](CSCc1ccccc1)C(=O)O	-0.9%	6.0
COC(=O)c1sccc1NS(=O)(=O)c1ccc(F)cc1F	u	x
CC(=O)N1CCN(C(=S)c2ccc(Cl)cc2)CC1	1.2%	-11.3
CC(C)c1nc(-c2ccccc2)c(-c2ccccc2)[nH]1	-3.6%	2.3
Cc1c(-c2cccc(NC(=O)c3ccco3)c2)nc2ncccn12	5.0%	-15.7
CC(C)[C@H](NC(=O)N1CCn2c1nc1ccccc12)C(=O)NCc1ccc2c(c1)OCO2	-23.7%	x
O=C(NCc1ccco1)c1noc2c1CCCCC2	i	x
O=C(NC(=S)Nc1ccccc1Cl)c1ccco1	u	x
CN(CCC#N)C(=O)COC(=O)c1cccnc1Nc1ccccc1F	u	x
O=C(O)CCc1ccc(-c2ccccc2)n1-c1ccc(C(=O)O)cc1	u	x
O=C(c1ccc(Br)s1)N1CCc2ccccc2C1	-5.3%	10.1
Cc1onc(-c2ccccc2)c1C(=O)N(Cc1ccccc1)C(C)C	4.2%	10.9
CC(OC(=O)c1ccc(Cl)c(S(N)(=O)=O)c1)C(=O)NCc1ccc2c(c1)OCO2 (configuration not stated)	27.3%	16.4
CCOCCOC(=O)C1=C(C)Nc2ccc(C)cc2S1	u	x
COc1ccccc1NC(=S)NN1CCN(C)CC1	-18.0%	-1.6
Cc1ccc(CNC(=O)C2CC(c3cc(C(F)(F)F)cc(C(F)(F)F)c3)=NO2)o1 (configuration not stated)	11.0%	9.7

Further compounds follow.
SMILES	Lipid storage S3	Lipid storage S3 cell count max
Cc1cc(C)cc(NC(=O)c2cc(S(=O)(=O)N3CCCC3)cn2C)c1	u	x
CCC(c1nnnn1C1CCCCC1)N(Cc1ccco1)Cc1cc2ccc(OC)cc2[nH]c1=O (configuration not stated)	u	x
O=C(NC1CCSc2ccccc21)c1ccc(F)c(S(=O)(=O)N2CCOCC2)c1 (configuration not stated)	u	x
CC(C)CC(NC(=O)CCl)c1ccccc1 (configuration not stated)	u	x
CCCCn1c(=O)c2ccccc2c2ccccc2c1=O	i	x
Cc1c2c([n+]3n1CCC3)CC(C)(C)CC2=O	-5.7%	-3.0
COc1ccc(C2OC(=O)CC2C(=O)NCc2ccccc2Cl)cc1OC (configuration not stated)	-0.1%	13.3

Only part of the results is shown; the hit share may differ from the screen's.
